JMJD2E inh: JMJD2E (human) inhibition; AID 2147; JMJD2E catalytic domain, FDH-coupled NADH fluorescence (FDH is formaldehyde dehydrogenase); Potency, µM (titrated, usually from 57.1 µM), for the others: top-dose activity change, negative = inhibition, most hits filed as inhibitors; 1.6% of 230,000 active; active = well fitted inhibition curve with a large enough effect, not every such curve was filed as active; inconclusive = small, poorly fitted or top-dose-only effect, or another doubt; inactive = no such curve, though single readings can be large or run the other way;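 note: 0% = wells with enzyme and -100% = buffer wells without enzyme; nearly all actives have a fitted effect of over 50% in size; many of its hits are not listed in these tables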
Target sequence (B2RXH2 1-337 limits assumed): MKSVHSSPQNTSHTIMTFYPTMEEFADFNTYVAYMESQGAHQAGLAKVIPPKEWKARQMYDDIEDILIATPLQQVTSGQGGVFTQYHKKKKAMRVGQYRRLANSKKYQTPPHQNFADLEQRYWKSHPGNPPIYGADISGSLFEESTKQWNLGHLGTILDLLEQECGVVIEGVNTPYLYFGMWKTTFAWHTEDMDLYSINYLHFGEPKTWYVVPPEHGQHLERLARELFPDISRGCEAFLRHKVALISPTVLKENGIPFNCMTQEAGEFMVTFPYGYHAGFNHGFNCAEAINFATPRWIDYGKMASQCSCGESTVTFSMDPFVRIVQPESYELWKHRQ
GoLoco inh red: blocks human Gai1 binding to RGS12 GoLoco peptide, red readout | P63096 | AID 880 | Potency, µM (highest dose often 61.6 µM), inactives show at the highest dose activity, negative = inhibition, hits mostly inhibitors | 0.44% of 230,000 active | Gai1:RGS12 GoLoco peptide FP, rhodamine, 10 min; active = well fitted inhibition curve with a large enough effect, not every such curve was filed as active; inactive = no such curve, though single readings can be large or run the other way; note: nearly all actives have a fitted effect of over 30% in size; many of its hits are not listed in these tables
L3MBTL1 inh: blocks human L3MBTL1 | AlphaScreen L3MBTL1–H3K9me1 peptide binding | Potency, µM (titrated, usually from 57.1 µM), for inactives: top-dose activity, negative = inhibition, actives largely listed as inhibitors | 0.66% of 230,000 active | AID 485360; note: nearly all actives have a fitted effect of over 60% in size
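Displacement of a biotinylated histone H3(1-15) peptide monomethylated at Lys9 (75 nM) from L3MBTL1 (50 nM) was measured by AlphaScreen after a 30 min room-temperature compound incubation; cefsulodin titration served as intraplate control.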
Tau fibril ThT: blocks human tau fibril formation measured by thioflavin T | P10636 | recombinant tau K18 P301L (four-repeat tau fragment), heparin-induced fibrillization, ThT fluorescence | Potency, µM (doses to about 57.4 µM), without a hit: at the highest dose activity, negative = inhibition, actives largely listed as inhibitors | 2.1% of 270,000 active | AID 1460; note: nearly all actives have a fitted effect of over 55% in size
Target sequence (P10636 561-689 P618L limits assumed): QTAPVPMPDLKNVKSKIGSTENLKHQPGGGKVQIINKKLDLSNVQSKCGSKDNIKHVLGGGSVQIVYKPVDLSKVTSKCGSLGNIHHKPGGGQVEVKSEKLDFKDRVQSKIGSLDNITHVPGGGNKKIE
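Heparin-induced (20 uM) aggregation of recombinant human K18 P301L tau, 15 uM unlabeled with 0.24 uM labeled, pH 7 acetate buffer, 6 hr at 37 C with compound. Fibrils quantified by 30 uM ThT fluorescence after 1 hr ambient incubation.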
TR SRC2 fluor cs: alters Texas Red total fluorescence, flagging assay interference | TRb/SRC2 Texas Red total fluorescence interference | Potency, µM (doses to about 106 µM), for inactives: at the top dose fluorescence change, negative = quenching | 0.29% of 280,000 active; active = well fitted curve in either direction with a large enough effect; inconclusive = small, poorly fitted or top-dose-only effect
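Flags fluorescent or light-absorbing compounds by total fluorescence, S + 2P, at 555 nm excitation and 632 nm emission. Mixture: 20 nM Texas Red SRC2 peptide, 0.6 uM human TRb LBD, 1 uM T3, 5% DMSO; compound exposure 5 h at ambient temperature.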
Tau fibril FP: inhibitors of human tau fibril formation; P10636; K18 P301L tau heparin fibrillization, Alexa594 FP, 6 h; Potency, µM (series often up to 57.7 µM), without a hit: at the highest dose activity, negative = inhibition, hits mostly inhibitors; 0.39% of 280,000 active; AID 1468; note: nearly all actives have a fitted effect of over 55% in size
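Recombinant K18 P301L […], labeled with Alexa 594 at 0.24 uM over 15 uM unlabeled; heparin inducer 20 uM final; 37 C, 6 hr; FP endpoint.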
TRb-SRC2 inh: inhibitors of human thyroid hormone receptor beta-SRC2 interaction. TRbeta-SRC2 peptide binding, fluorescence polarization; receptor liganded with 1 µM T3. Potency, µM (titrated, usually from 106 µM), without a hit: top-dose activity change, negative = inhibition, usual class: inhibitors. 0.065% of 280,000 active;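 note: plate controls were bound peptide for no effect and peptide without receptor for full effect; nearly all actives have a fitted effect of over 50% in size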
Target sequence (P10828 whole entry, looked up): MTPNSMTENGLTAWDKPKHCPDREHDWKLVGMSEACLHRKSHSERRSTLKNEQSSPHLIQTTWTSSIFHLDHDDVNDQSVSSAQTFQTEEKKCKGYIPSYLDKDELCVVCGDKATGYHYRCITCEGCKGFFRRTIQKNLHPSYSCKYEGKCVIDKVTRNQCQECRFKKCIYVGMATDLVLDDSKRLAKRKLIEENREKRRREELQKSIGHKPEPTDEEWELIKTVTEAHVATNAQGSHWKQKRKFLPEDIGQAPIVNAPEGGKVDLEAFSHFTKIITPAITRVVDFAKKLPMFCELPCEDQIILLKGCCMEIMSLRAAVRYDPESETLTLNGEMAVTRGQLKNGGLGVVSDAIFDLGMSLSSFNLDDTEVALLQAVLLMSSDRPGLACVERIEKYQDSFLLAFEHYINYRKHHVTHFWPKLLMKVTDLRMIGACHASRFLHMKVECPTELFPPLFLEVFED
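TRb LBD 0.6 uM + Texas Red SRC2 peptide 20 nM, 1 uM T3, Tris buffer w/ 5% DMSO; compound pinned, 5 h RT; FP read ex 555/em 632; normalized to unbound and bound controls.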
RECQ1 helicase: blocks DNA unwinding by human RECQ1 | P46063 | RECQ1 DNA unwinding, red fluorescence kinetic read | Potency, µM (series often up to 57.3 µM), inactives show at the highest dose activity, negative = inhibition, usual class: inhibitors | 0.54% of 240,000 active | AID 2549;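 note: plate controls were vehicle for no effect and no enzyme for full effect; nearly all actives have a fitted effect of over 30% in size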
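RECQ1T1 50 nM; forked duplex (20 bp + 30-nt ss tails) 200 nM, ATP 2 mM final; pH 8.0, 2 mM MgCl2, 2.5 ug/ml poly(dI-dC); 15 min compound preincubation; discontinuous kinetic read over 2 h at RT.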
* = called active by the depositor; i = inactive; ? = inconclusive; · = no result given; & = joins results of further samples; [ ] = another dose, or the depositor's remark. Unless noted, calls come from the whole dose curve; as a rule, active = well fitted curve in the direction sought with a large enough effect; inconclusive = small, poorly fitted or top-dose-only effect, or another doubt; inactive = no such curve, though single readings can be large; an effect the other way counts as inactive or inconclusive. Unless noted, % is set by controls: 0 for no effect and ±100 for the full control effect; potency is the fitted concentration of half-maximal effect.

molecule	JMJD2E inh	GoLoco inh red	L3MBTL1 inh	Tau fibril ThT	TR SRC2 fluor cs	Tau fibril FP	TRb-SRC2 inh	RECQ1 helicase
Cc1ccccc1-n1nc(-c2cccnc2)cc1C(=O)N/N=C/c1ccncc1	7%	4%	2%	-3%	-1%	6%	-8%	-5%
Cc1ccc(Cn2c(CN3CCOCC3)nc3c2c(=O)[nH]c(=O)n3C)cc1	-4%	5%	2%	-4%	-6%	-5%	-4%	-2%
CCOC(=O)c1cnc(Nc2nc3ccccc3o2)nc1C	2%	12%	·	-19%	3%	1%	7%	0%
COc1ccc(CNC(=O)C2CC(c3ccccc3[N+](=O)[O-])=NO2)cc1 (stereo unspecified)	3%	10%	5%	1%	-1%	0%	-2%	-2%
O=C(CSc1ccccc1)NN1C(=O)c2ccccc2C1=O	12%	0%	10%	6%	0%	2%	4%	i
CCCNC(=O)C1CCC(Cn2c(=O)c3sccc3n(CC(=O)N3CCC(C)CC3)c2=O)CC1 (stereo unspecified)	·	·	·	8%	-9%	-1%	5%	·
COc1ccc(NC(=O)C2CCCN(S(=O)(=O)c3ccc4[nH]c(=O)ccc4c3)C2)cc1OC (stereo unspecified)	·	·	·	-3%	-2%	2%	1%	·
COc1ccc(-c2nc(CS(=O)CC(=O)NCC3CCCO3)c(C)o2)cc1 (stereo unspecified)	?	0%	5%	-14%	1%	1%	5%	-7%

Not a retest: entries from further up.
molecule	JMJD2E inh	GoLoco inh red	L3MBTL1 inh	Tau fibril ThT	TR SRC2 fluor cs	Tau fibril FP	TRb-SRC2 inh	RECQ1 helicase
Cc1ccccc1-n1nc(-c2cccnc2)cc1C(=O)N/N=C/c1ccncc1	7%	4%	2%	-3%	-1%	6%	-8%	-5%
Cc1ccc(Cn2c(CN3CCOCC3)nc3c2c(=O)[nH]c(=O)n3C)cc1	-4%	5%	2%	-4%	-6%	-5%	-4%	-2%

Next compounds follow:
molecule	JMJD2E inh	GoLoco inh red	L3MBTL1 inh	Tau fibril ThT	TR SRC2 fluor cs	Tau fibril FP	TRb-SRC2 inh	RECQ1 helicase
COc1cc(/C=N/NC(=O)C2=NNC(=O)C2C)ccc1O (stereo unspecified)	-13%	3%	·	·	-12%	-3%	-2%	-9%
O=C(Nc1cccc(F)c1)c1cc(S(=O)(=O)N2CCC(C(=O)O)CC2)ccc1F	1%	1%	1%	5%	-4%	1%	2%	-3%
COC(=O)/C(=C/c1ccco1)NC(=O)c1ccccc1	19%	5%	-10%	-3%	0%	2%	7%	-3%
O=C(Nc1ccccc1C(=O)NC(Cc1ccccc1)C(=O)NC1CCCCC1)c1ccccc1 (stereo unspecified)	?	6%	0%	4%	-8%	9%	4%	0%
COc1cccc(NC(=O)Cc2nc(-c3ccccc3)sc2-c2ccc(C)cc2)c1	8%	72%[activator]	-4%	-11%	-5%	?	1%	-16%
COc1ccc(NS(=O)(=O)c2ccc(C)c(NC(=O)c3ccc(C)c(S(=O)(=O)N4CCOCC4)c3)c2)cc1	-21%	3%	-3%	-7%	-1%	-19%	5%	-4%
NC(=O)CSc1nnc(-c2ccc(S(=O)(=O)N3CCCC3)cc2)o1	-5%	-3%	-1%	-11%	1%	-13%	7%	-5%
CCOC(=O)c1c(-c2ccc(C)o2)csc1NC(=S)NC(=O)c1cccs1	-16%	9%	-4%	?	-2%[53 µM]	?	1%[53 µM]	-9%
Cc1nn(-c2ccccc2)c(N2CCCC2)c1/C=C1\N=C(c2ccc(OC(C)C)cc2)OC1=O	-6%	1%	-15%	10µM*	-18%	10%	-2%	-2%
Cc1ccc(S(=O)(=O)CCc2nnc(N)s2)cc1C	2%	-6%	6%	-3%	1%	1%	3%	-3%
COC(=O)[C@H](Cc1ccccc1)NC(=O)O[C@@H]1C(=O)c2cc(Br)ccc2O[C@H]1c1cccc(OC)c1	-1%&10%	6%&4%	-8%	-11%&-9%	-1%&1%	-5%&-7%	-2%&-4%	-13%
Cc1ccc(NC(C(N)=O)c2c(C)[nH]c(=O)[nH]c2=O)cc1 (stereo unspecified)	0%	3%	·	-3%	-5%	7%	-6%	i
O=C(Nc1cccc(Cl)c1Cl)c1cc(S(=O)(=O)N2CCCc3ccccc32)ccc1F	·	·	·	2%	-2%	-13%	2%	·
Cc1ccc(C)c(NC(=O)c2cc3ccccn3n2)c1	7%	8%	4%	?	2%	3%	3%	i
Cc1ccc(COc2ccc(C)nc2[N+](=O)[O-])cc1	4%	-2%	-2%	-20%	-2%	-12%	-1%	-15%
CCOC(=O)CN(C(=O)CCC(=O)Nc1cc(C)on1)C(C(=O)NC1CCCC1)c1cccnc1 (stereo unspecified)	-2%	-5%	0%	2%	-1%	8%	-2%	-11%
CCc1nn2c(-c3ccco3)ccnc2c1-c1ccccc1	·	·	·	?	3%	-12%	3%	·
N#CC1=C(N)OC2=C(CC/C2=C\c2ccccc2)C1c1ccccc1 (stereo unspecified)	11%	66%[activator]	-1%	-12%	1%	-11%	9%	-6%
CCn1cc(C=O)c2cc(S(=O)(=O)N3CCOCC3)ccc21	4%	4%	5%	-8%	0%	-5%	2%	-5%
COc1ccc(C2(CNC(C)=O)CCOCC2)cc1OC	5%	2%	·	0%	-4%	-13%	-17%	-13%
O=C(NC1CC1)C1=C[C@H](c2c[nH]c3ccccc23)C[C@H](OCc2ccc(CO)cc2)O1	1%	-8%	·	-26%	-2%	2%	-1%	8%
CC(C)Sc1nc(O)c(Cc2ccccc2)c(=O)[nH]1	-2%	11%	·	-10%	-3%	9%	-2%	-7%
Cc1cccc(CN2C(=O)c3ccccc3S(=O)(=O)c3ccc(C(=O)NCCC4=CCCCC4)cc32)c1	·	·	·	2%	-1%	-20%	-2%	·
Cc1nnc2sc(SCc3cccc(Cl)c3)nn2c1=O	3%	3%	10%	-17%	-2%	-4%	-3%	-2%
CCCCn1c(=O)[nH]c(=O)c2c1nc(-c1ccc(C(F)(F)F)cc1)n2C	?	1%	28%	-4%	1%	-1%	-6%	-1%
Cc1cc(NC(=O)c2cccc(C(=O)Nc3cc(C)on3)n2)no1	?	-16%	17%	11%	-2%	1%	-8%	-5%
Cc1ccc2cc(C)c3nnc(SCC(=O)c4cccs4)n3c2c1C	?	-5%	8%	-13%	-1%	-3%	-4%	-9%
Nc1c(C(=O)NCCc2ccccc2)sc2nc(N3CCOCC3)c3c(c12)CCCC3	?	-6%	19%	?	-2%	-1%	-2%	-14%
CCN1C(=O)CC(NNC(=O)c2ccccc2)C1=O (stereo unspecified)	5%	-5%	6%	1%	0%	0%	2%	1%
CC1CCN(C(=O)CC2C(=O)Nc3c2c(=O)n(C)c(=O)n3Cc2ccccc2)CC1 (stereo unspecified)	6%	·	47%[activator]	-22%	-10%	2%	-1%	-5%
Cc1ccn2c(Nc3ccccc3C)c(-c3ccc(N4CCOCC4)cc3)nc2c1	·	·	·	?	0%	10%	10%	·
O=[N+]([O-])c1cccnc1NCCc1ccccc1	3%	6%	-11%	?	-1%	-5%	4%	i
CCCCCCOC(=O)C(C#N)c1nc2ccccc2nc1N1CCOCC1 (stereo unspecified)	4%	3%	39%[activator]	18%	-4%	-6%	-6%	4%
NC(=O)CSc1oc(-c2cccs2)nc1S(=O)(=O)c1ccc(Br)cc1	·	·	·	?	-2%	-17%	-1%	·
C[C@@H]1Cc2ccccc2N1NC(=O)c1ccc(Cl)c(S(N)=O)c1 (stereo partly specified)	0%[25.5 µM]	9%[21.6 µM]	·	·	-2%[53 µM]	·	8%[53 µM]	-6%[25.9 µM]
Cc1cccc(-c2nc3ccccc3n2Cc2ccccc2)c1	·	·	·	-22%	-2%	-1%	-3%	·
COc1cccc2c1cc1c(=O)n(CC(=O)NCc3ccc(N(C)C)cc3)nc(C)n12	·	·	·	8%	5%	3%	4%	·
COc1ccc(O)c(C(=O)c2cnc3onc(C(C)C)c3c2)c1	6%	8%	-8%	?	0%	-6%	6%	-8%
Cc1ccc(CNC(=O)C(C)n2nc(C)c3sc4ccccc4c3c2=O)cc1 (stereo unspecified)	·	·	·	-6%	0%	-11%	-3%	·
CCCOc1ccc(C(C(=O)OCCN(CC)CC)c2ccccc2)cc1 (stereo unspecified)	-26%	6%	·	-10%	0%	-2%	-4%	i
COc1ccc(C(=O)n2nc(-c3ccco3)nc2SC)cc1OC	-27%	-10%	-5%	-19%	-6%	0%	-17%	i
COc1ccc(C(=O)NC(=S)NCc2ccccc2)cc1	-6%	2%	-1%	-10%	2%	-7%	-1%	-4%
c1ccc(COCc2ccccc2)cc1	·	-3%	·	·	-3%	·	-6%	-3%
COc1ccc(-c2nc3c4c(ncn3n2)-c2ccccc2CC42CCCC2)cc1	?	6%	7%	-11%	1%	-9%	-5%	5%
Cc1ccc(NC(=O)CS(=O)CC(=O)Nc2ccc(N3CCOCC3)cc2)cc1Cl (stereo unspecified)	4%	9%	?	?	?	11%	?	-1%
COc1cccc([C@@H]2Oc3ccc(OC)cc3C(=O)[C@H]2OC(=O)NCCOc2ccccc2)c1	-24%	-2%	·	-15%	1%	-11%	2%	1%
COc1ccc(CCCNC(=O)CC#N)cc1OC	1%	·	8%	-9%	0%	-3%	0%	-5%
Cc1cc(C=O)c(C)n1-c1ccc(N2CCOCC2)c([N+](=O)[O-])c1	-4%	2%	-14%	-16%	-3%	8%	1%	-2%
Cc1ccc(S(=O)(=O)N2CCCCC2)cc1NC(=O)Cc1c[nH]c2ccccc12	4%	11%	-15%	-8%	0%	7%	1%	-20%

Not all compounds are listed. The share of hits here may be higher or lower than overall.
